Menin MLL FP TR: displaces Texas Red mutant MLL peptide from human menin | O00255 | Menin + Texas Red MLL mutant peptide, fluorescence polarization | Potency, µM (highest dose often 61.6 µM), without a hit: top-dose FP activity change, negative = inhibition, usual class: inhibitors | 270,000 compounds, 0.23% hits; active = well fitted inhibition curve with a large enough effect in the polarisation, with a control signal flat, not every such curve was filed as active; inconclusive = small, poorly fitted or top-dose-only effect, or effect the other way, or a change in a side signal; inactive = no such curve, though single readings can be large or run the other way; the % refers to the polarisation; also: potency is read from the fitted curve at half-maximal effect; % of control where 0% means no effect; many of its hits are not listed in these tables
Target sequence (O00255 whole entry, looked up): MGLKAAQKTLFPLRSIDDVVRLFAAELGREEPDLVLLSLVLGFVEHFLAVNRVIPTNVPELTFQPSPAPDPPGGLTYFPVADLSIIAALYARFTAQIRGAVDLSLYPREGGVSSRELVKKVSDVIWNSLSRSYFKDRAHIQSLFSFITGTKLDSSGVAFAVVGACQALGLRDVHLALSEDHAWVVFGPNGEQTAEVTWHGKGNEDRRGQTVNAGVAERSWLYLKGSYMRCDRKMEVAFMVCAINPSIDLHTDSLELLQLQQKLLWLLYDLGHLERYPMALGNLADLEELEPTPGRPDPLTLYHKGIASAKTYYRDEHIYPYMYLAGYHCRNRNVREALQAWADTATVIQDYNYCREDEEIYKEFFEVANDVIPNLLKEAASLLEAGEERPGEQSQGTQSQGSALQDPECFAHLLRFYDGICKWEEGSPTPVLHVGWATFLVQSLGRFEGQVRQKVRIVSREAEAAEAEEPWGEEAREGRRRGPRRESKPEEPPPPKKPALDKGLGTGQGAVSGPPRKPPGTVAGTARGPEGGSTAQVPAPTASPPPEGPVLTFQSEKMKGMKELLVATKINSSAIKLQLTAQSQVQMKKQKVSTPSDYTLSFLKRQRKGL
Mito fusion act: mitochondrial division inhibition or fusion activation. S. cerevisiae fusion-defective mutant growth rescue, CellTiterGlo 48 h. Potency, µM (highest dose often 46.1 µM), inactives show at the top dose growth rescue (activation), most hits filed as activators. 320,000 compounds, 0.23% hits. AID 485298;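 also: potency is read from the fitted curve at half-maximal effect; % of control where 0% means no effect; nearly all actives have a fitted effect of over 45% in size; temperature-sensitive fusion mutants such as fzo1-1 at 37 °C on non-fermentable ethanol glycerol medium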
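S. cerevisiae fusion-defective temperature-sensitive mutants (e.g. fzo1-1, mgm1-5) grown 48 h at 37C in YPEG (ethanol/glycerol non-fermentable) medium with 23 nl compound per well; growth rescue read as CellTiterGlo luminescence.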
MBNL1 CUG block: MBNL1-poly(CUG) RNA binding inhibition. Q9NR56. TR-FRET MBNL1-His/biotin-(CUG)12 binding, 665/545 ratio. Potency, µM (titrated, usually from 57.5 µM), inactives show at the highest dose activity change, negative = inhibition, actives largely listed as inhibitors. 280,000 compounds, 0.036% hits; active = well fitted inhibition curve with a large enough effect in the signal ratio, with a control signal flat, not every such curve was filed as active; inconclusive = small, poorly fitted or top-dose-only effect, or effect the other way, or a change in a side signal; inactive = no such curve, though single readings can be large or run the other way; the % refers to the signal ratio; also: potency is read from the fitted curve at half-maximal effect; % is scaled to controls: 0 for no effect and ±100 for the full control effect
Target sequence (Q9NR56 whole entry, looked up): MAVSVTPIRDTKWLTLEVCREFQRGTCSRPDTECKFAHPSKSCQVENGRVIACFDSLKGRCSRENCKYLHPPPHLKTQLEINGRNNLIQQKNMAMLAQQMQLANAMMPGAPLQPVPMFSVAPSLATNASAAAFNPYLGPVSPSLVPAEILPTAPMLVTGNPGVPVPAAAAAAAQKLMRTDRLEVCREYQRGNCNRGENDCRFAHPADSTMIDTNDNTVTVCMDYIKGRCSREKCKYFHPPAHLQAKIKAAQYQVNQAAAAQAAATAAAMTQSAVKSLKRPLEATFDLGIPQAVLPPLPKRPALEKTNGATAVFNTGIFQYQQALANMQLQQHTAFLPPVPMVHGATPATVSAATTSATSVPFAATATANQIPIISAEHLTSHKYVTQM
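Compounds (final 92 nM to 58 uM) are added to His-tagged MBNL1 and biotin-(CUG)12, then terbium anti-His antibody and streptavidin-XL665 (5 nM final). After 60 min at room temperature, the 665/545 nm ratio is read.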
RORg inh: inhibitors of mouse ROR gamma transcriptional activity; P51450; Drosophila S2 Gal4-RORgamma UAS-luciferase reporter, 20 h; Potency, µM (highest dose often 53.6 µM), inactives show top-dose activity change, negative = inhibition, most hits filed as inhibitors; 310,000 compounds, 5.4% hits; also: potency is read from the fitted curve at half-maximal effect; % is scaled to controls: 0 for no effect and ±100 for the full control effect; nearly all actives have a fitted effect of over 60% in size
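Stable Schneider cell line, Gal4 DNA-binding domain fused to ROR gamma, UAS-luciferase. Cmpd 1 hr RT → CuSO4 700 uM final → 20 hr RT → luciferase reagent 10 min → luminescence.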
KCNH2 3.1 inh: inhibitors of human KCNH2 3.1 potassium channel isoform | U2OS KCNH2 3.1, thallium flux FluxOr; active compounds read low | activity change, % (tested at about 1.8 µM) | 340,000 compounds, 0.95% hits;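 active = maximum activity change below -70%; inconclusive = maximum activity change from -70% to -50%; inactive = maximum activity change above -50%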;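 also: thallium influx rate constant from kinetic fluorescence after stimulation buffer; % is scaled to controls: 0 for no effect and ±100 for the full control effect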
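Thallium flux via FluxOr fluorescence (Red40 quencher, 45 min loading) in U2OS cells virally expressing the KCNH2 3.1 isoform (1.77 x 10^8 /mL virus, overnight at 37 C). Rate constants from 2-min kinetic reads post-stimulation, normalised to positive and negative controls.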
ELG1 repair inh: blocks ELG1-dependent DNA repair in HEK293T cells. HEK293T ELG1-luciferase reporter, luminescence, 16 h; DNA damage induced by 5-fluorouridine. Potency, µM (top dose mostly 46.1 µM), without a hit: top-dose activity change, negative = inhibition, usual class: inhibitors. 330,000 compounds, 2.3% hits. AID 504467; also: potency is read from the fitted curve at half-maximal effect; % is scaled to controls: 0 for no effect and ±100 for the full control effect; nearly all actives have a fitted effect of over 55% in size
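HEK293T cells expressing luciferase-tagged ELG1 (2,000/well) received 5-Fluorouridine plus compound or DMSO for 16 hr at 37 °C. Luciferase was read by ONE-Glo luminescence after 30 min at room temperature.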
Rab9 promoter act: activates the Rab9 promoter; Huh7 Rab9 promoter-luciferase reporter, luminescence, 24 h; AID 485297; 320,000 compounds, 2.8% hits; Potency, µM (series often up to 9.22 µM), for the others: at the highest dose activation, negative = inhibition, actives largely listed as activators; also: potency is read from the fitted curve at half-maximal effect; % of control where 0% means no effect; nearly all actives have a fitted effect of over 60% in size
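Rab9 promoter-driven luciferase in stably transfected Huh7 cells; 1500 cells/well rested 2 h, exposed to compound in DMSO for 24 h at 37 °C, 5% CO2. Luminescence read 10 min after adding luciferase reagent at ambient temperature.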
PKM2 act: increases activity of human pyruvate kinase M2 | AID 1631 | Potency, µM (titrated, usually from 57.5 µM), for the others: top-dose activation, actives largely listed as activators | 260,000 compounds, 0.34% hits | purified PKM2, Kinase-Glo ATP luminescence, activation; response scale: 0% is enzyme alone, no compound | P14618; also: potency is read from the fitted curve at half-maximal effect; % is scaled to controls: 0 for no effect and ±100 for the full control effect; nearly all actives have a fitted effect of over 55% in size
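ATP formation by purified human PK-M2, quantified via coupled luciferase luminescence after 1 h at room temperature with 0.1 mM ADP and 0.5 mM PEP final.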
Gal4-VP16 FLuc: inhibits Gal4-VP16 luciferase reporter, ROR gamma counter-screen; Drosophila S2 Gal4-VP16 UAS-luciferase, luminescence, 20 h; Potency, µM (titrated, usually from 53.6 µM), for inactives: at the top dose activity, negative = inhibition, hits mostly inhibitors; 310,000 compounds, 3.5% hits;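 also: Gal4-VP16 expression switched on by copper sulfate through the metallothionein promoter; potency is read from the fitted curve at half-maximal effect; % is scaled to controls: 0 for no effect and ±100 for the full control effect; nearly all actives have a fitted effect of over 50% in size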
FLuc modulator: counter-screen for miR-21 project: firefly luciferase inhibitors or activators. purified FLuc, Km substrates, luminescence inhibition. Potency, µM (doses to about 57.5 µM), for the others: top-dose activity change, negative = inhibition, hits mostly inhibitors. P08659. 360,000 compounds, 6.9% hits;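 also: potency is read from the fitted curve at half-maximal effect; plate controls were vehicle for no effect and reference inhibitor for full effect; nearly all actives have a fitted effect of over 55% in size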
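Biochemical qHTS of compounds, final roughly 60 µM downward over six points, against 10 nM purified firefly luciferase using Km concentrations of substrates (10 uM D-luciferin, 10 uM ATP) in Tris acetate pH 7.5 buffer; luminescence output.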
NPC1 promoter act: activates the NPC1 promoter. Potency, µM (top dose mostly 9.22 µM), without a hit: at the top dose activation, most hits filed as activators. AID 485313. Huh7 NPC1 promoter luciferase reporter, 24 h. 320,000 compounds, 2.4% hits;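 also: potency is read from the fitted curve at half-maximal effect; % of control where 0% means no effect; nearly all actives have a fitted effect of over 60% in size; reporter is driven by a mutant NPC1 promoter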
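Stably transfected Huh7 (NPC1 promoter→luciferase), 1500 cells/well in Opti-MEM + 10% FBS, 2 h settle, then compound 24 h at 37 °C. Luminescence after 10 min with Amplite reagent.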
An asterisk follows results filed as active; ? = inconclusive; / = not tested or not shown; [ ] = another dose, or the depositor's remark. Unless noted, calls follow the shape of the dose curve; as a rule, active = well fitted curve in the direction sought with a large enough effect; inconclusive = small, poorly fitted or top-dose-only effect, or another doubt; inactive = no such curve, though single readings can be large; an effect the other way counts as inactive or inconclusive. The list is partial, so the mix of outcomes need not match the whole.

SMILES	Menin MLL FP TR	Mito fusion act	MBNL1 CUG block	RORg inh	KCNH2 3.1 inh	ELG1 repair inh	Rab9 promoter act	PKM2 act	Gal4-VP16 FLuc	FLuc modulator	NPC1 promoter act
Cc1cc(C)n(CCCN2CCC(C(=O)Nc3cccc(-c4cccc(F)c4)c3)CC2)n1	?	-9%	0%	-16%	-102*	-17%	2%	-7%	-9%	0%	-1%
COc1ccc(N=C2NC(=O)C(CC(=O)NCCc3ccc(OC)c(OC)c3)S2)cc1 (centres undefined)	-11%	-4%	2%	8%	-13	-4%	1%	8%	4%	4%	-1%
Cc1ccc(C)c(Cn2c(O)c(N=NC(=S)Nc3ccccc3F)c3ccccc32)c1	?	-2%	2%	-42%	0	?	3%	3%	?	-1%	-4%
COc1ccc(-n2c(C)nnc2SCC(=O)Nc2ccccc2F)cc1	/	-6%	1%	-1%	-6	22%	9%	/	-1%	-2%	1%
CN(C(=O)CSc1nc(N)c2c3c(sc2n1)CSC(C)(C)C3)c1ccccc1	0%	10%	?	36%	-4	21µM*	-1%	5%	-22%	?	-1%
O=C(CNC(=O)c1ccco1)OCN1C(=O)c2ccccc2C1=O	3%	1%	8%	14%	8	8%	-6%	-1%	4%	5%	-4%
COc1ccccc1C(=O)C1CCCN(Cc2ccc3c(c2)OCCO3)C1 (centres undefined)	/	-3%	-6%	-10%	15	-8%	2%	-1%	3%	4%	-3%
COc1ccc2c(ccc[n+]2CC(=O)c2ccc(C)cc2)c1	7%	-2%	?	14%	-9	-7%	1%	0%	2%	0%	-7%
O=C(Cc1c[nH]c2ccccc12)NCc1ccc(Cl)cc1Cl	13%	22%	-4%	-4%	10	?	-3%	?	1%	21µM*	0%
Cc1ccccc1N1CCN(C2CCCN(C(=O)c3noc4c3CCCC4)C2)CC1 (centres undefined)	/	3%	-6%	17%	-17	-24%	2%	-1%	4%	5%	-9%
COC(=O)CNc1nc(C2CC2)nc2c1nnn2Cc1ccccc1Cl	18%	17%	-3%	-24%	9	-8%	-1%	6%	-28%	1%	0%
CC(=O)N/N=C(/c1ccccc1)C(O)c1ccccc1 (centres undefined)	15%	3%	2%	0%	10	8%	0%	0%	9%	1%	0%
COc1cccc2cc(C(=O)OC3CCN(C)CC3)c(=O)oc12	-2%	-5%	?	-7%	-8	7%	0%	5%	5%	-7%	-1%
COCCNC(=O)Cn1cc(C(=O)c2ccco2)c2ccccc21	-5%	2%	2%	-5%	3	6%	3%	0%	-1%[10 µM]	-8%	-9%
COC(=O)c1cc(S(=O)(=O)NCC2CCN(Cc3ccc(Cl)cc3)CC2)cn1C	0%	4%	-4%	-6%	-3	-19%	0%	/	-12%	0%	-2%
O=C(NC1CCCCC1)c1ccc(S(=O)(=O)c2ccccc2)cc1	-2%	24%	-13%	?	2	-20%	-2%	9%	-3%	2%	0%
CC(NC(=O)c1cc(COc2cccc(C(F)(F)F)c2)on1)c1nccs1 (centres undefined)	/	4%	-6%	?	6	?	2.8µM*	-3%	?	15µM*	?
O=C(c1cc(N2C(=O)C3C4CCC(C4)C3C2=O)ccc1Cl)N1CCN(c2ccc(F)cc2)CC1 (centres undefined)	-14%	5.6µM*	2%	?	-12	?	1%	-18%	-15%	-12%	-3%
CC(=O)N[C@H]1C(O)O[C@H](CO)[C@@H](O)[C@@H]1O (some centres undefined)	/	7%	/	/	-9	28%	0%	/	/	0%	-1%
CCCc1cc(=O)n2[nH]c(C)cc2n1	-2%	-3%	-4%	-35%	-8	-1%	-5%	-1%	-8%	3%	0%
Cc1ccc(CCNC(=O)C2CCCN(S(=O)(=O)c3c(C)noc3C)C2)cc1 (centres undefined)	-5%	1%	2%	29%	-14	?	-3%	-2%	-3%	3%	2%
CSc1ccccc1NC(=O)c1ccoc1C	8%	12%	0%	-9%	-24	24%	-3%	-1%	21%	-1%	-4%
COc1cc2c(cc1NC(=O)Nc1cccc(C)c1)oc1ccccc12	?	1%	-8%	-3%	7	-6%	1%	0%	2%	0%	-3%
NC(=O)c1ccc(-n2nnnc2SCc2ccc(F)cc2)cc1	19%	3%	-3%	4%[0.365 µM]	-4	17%	-4%	8%	/	-2%	-5%
COC(=O)c1ccc(-n2c(C)cc(/C=N/Nc3nc(C)cc(=O)[nH]3)c2C)cc1	/	9%	-1%	?	7	-19%	-1%	1%	-16%	-2%	2%
CC(C)(C)C(=O)C(Cc1ccccc1Cl)n1cncn1 (centres undefined)	-2%	7%	-4%	-19%	-7	-2%	-3%	-16%	-4%	-2%	5%
CCOc1cccc(C2/C(=C(/O)c3ccc4c(c3)CC(C)O4)C(=O)C(=O)N2CCN2CCOCC2)c1 (centres undefined)	5%	2%	21%	3%	-14	9%	-4%	-3%	-7%	1%	-2%
COC(=O)[C@@H]1CCCN1Cc1c(C(=O)N2CCOCC2)nc2c(C)cccn12	11%	5%	4%	-6%	-5	11%	-12%	-2%	-4%	-1%	-3%
CCn1c(=O)cc(OCC(=O)N2CCCCCC2)c2ccccc21	-11%	-3%	-8%	-19%	-6	?	-3%	-2%	1%	1%	-2%
Cc1ccc(NC(=S)N2CCC(c3ccc(C)cc3)C2)cc1 (centres undefined)	13%	-2%	-8%	10µM*	3	?	?	-3%	20µM*	15µM*	26%
COC(=O)c1ccc(C)c(NC(=O)c2ccc(Cn3cc([N+](=O)[O-])cn3)o2)c1	2%	2%	?	12%	11	-21%	11%	1%	22%	1%	-2%
CCn1c(-c2ccc(C(C)(C)C)cc2)n[nH]c1=S	-17%	18%	-10%	?	8	-3%	0%	-6%	3.2µM*	-3%	-4%
O=C(Oc1ccc(-c2nnco2)cc1)C1CCN(C(=O)c2ccc(F)cc2)CC1	-18%	-1%	-4%	/	8	15%	2%	0%	/	0%	0%
COc1ccc(/C=C\C(=O)NCc2ccc3c(c2)cc(C)n3C)cc1OC	2%	0%	?	-28%	2	-16%	1%	-11%	-13%	-6%	0%
CN(C)C=NC(=O)c1cccn1-c1ncc(C(F)(F)F)cc1Cl	-5%	-1%	-6%	0%	5	-14%	4%	3%	-9%	1%	-8%
CC(C)C[C@H](NC(=O)OC(C)(C)C)C(=O)N1CCC(C(=O)O)CC1	-13%	-1%	-4%	-1%	5	1%	-5%	0%	-8%	2%	0%
COC(=O)c1ccccc1NC(=O)NC1CC1	6%	-2%	8%	4%	9	10%	-6%	0%	-5%	-2%	-4%
COc1cc(-c2cc(C(=O)Nc3ccccc3N3CCOCC3)c3ccccc3n2)cc(OC)c1OC	0%	4%	2%	34%	-3	5.8µM*	-3%	5%	4%	4%	-3%
CC1CCCCN1C(=O)c1cc2nc(-c3ccccc3)cc(-c3ccccc3)n2n1 (centres undefined)	16%	27%	?	?	-46	16µM*	1%	2%	?	-13%	-4%
O=C(CCCc1ccccc1)N1CCN(c2ccc([N+](=O)[O-])cc2)CC1	12%	3%	?	?	-42	-11%	0%	7%	?	2%	-1%
C/C(=N\Nc1ccc([N+](=O)[O-])cc1[N+](=O)[O-])c1cccnc1	?	-44%[inhibitor]	?	-15%	-8	-5%	-3%	/	-15%	0%	1%
CC(C)c1cc(C(=O)N/N=C/c2ccoc2)c(O)c(C(C)C)c1	?	-1%	-5%	5.6µM*	-1	-4%	7%	0%	3.2µM*	6%	1%
O=C1CC(C(=O)Nc2ccc(Cl)cc2[N+](=O)[O-])C2(CCCCC2)O1 (centres undefined)	5%	14%	?	-33%	4	3%	-4%	-2%	9%	-1%	-3%
Cc1ccc(/C=C2\SC(=S)N(CCCC(=O)Nc3ccccn3)C2=O)cc1	9%	0%	-7%	0.45µM*	1	?	-19%	1%	1.6µM*	13µM*	-27%
CCOC(=O)Cc1csc(NC(=O)C(C)(C)C)n1	21%	0%	-5%	31%	1	?	0%	10%	-2%	?	16%
Cc1cc(C)nc(SCc2nnc(SCC(=O)NCc3ccco3)n2-c2ccccc2)n1	-4%	-1%	0%	18%	9	-4%	-2%	0%	-1%	1%	-4%
O=c1[nH]c(CSc2ccccn2)nc2ccccc12	-7%	-1%	0%	?	1	?	2.8µM*	-1%	-28%	13µM*	2.5µM*

Screens as filed in PubChem BioAssay.
